# A3A deaminase: blocks human APOBEC3A ssDNA deamination | P31941 | recombinant A3A, FAM/TAMRA ssDNA deamination fluorescence | inhibition, % at 20 µM | 0.41% of 330,000 active | AID 493011;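 active means at least 40% inhibition at 20 µM here, with at most 30% in a related deaminase screen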;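 further: plate controls were A3A with DMSO for no effect and wells lacking A3A enzyme for full effect; some results filed as inactive read as strong as hits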
# Target sequence (P31941 whole entry, looked up): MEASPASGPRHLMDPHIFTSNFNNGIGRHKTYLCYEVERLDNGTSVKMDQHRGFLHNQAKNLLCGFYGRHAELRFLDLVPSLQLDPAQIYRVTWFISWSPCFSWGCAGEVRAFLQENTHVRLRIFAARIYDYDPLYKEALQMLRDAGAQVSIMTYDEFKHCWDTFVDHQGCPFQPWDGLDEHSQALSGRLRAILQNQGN
# MIN6 prolif: induces beta-cell replication in MIN6 cells; proliferation, % at 10 µM; AID 2380; 0.29% of 330,000 active; MIN6 cells proliferation, ATPlite luminescence, 48 h; cells starved in 0.2% serum; 100% = growth in 10% serum;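 active means compounds whose signal lies at least 3.5 SD above the mean of all wells on their plate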;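 further: 0% = DMSO-treated cells in low-serum medium and 100% = 10% serum control; some compounds called inactive have numbers as strong as hits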
# mIAP act: increases mouse intestinal alkaline phosphatase activity. 0.24% of 330,000 active. muIAP, CDP-Star luminescence, 30 min; hits give high values; 1 = vehicle-only enzyme signal, 0 = enzyme-free wells. activation factor at 10 µM;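 active means activation factor of at least 2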; further: the source names both 10 and 20 µM as test concentration; values of inactives mirror those of a sister screen read the other way
#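 System: mouse IAP enzyme. Reagent: CDP-Star chemiluminescent phosphatase substrate. Benchmarks: DMSO wells, no-enzyme wells. Times: 30 min enzyme-substrate-compound incubation at room temperature. Detection: luminescence from enzymatic CDP-Star hydrolysis. Doses: test compounds delivered from DMSO solution.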
# hIAP block: blocks human intestinal alkaline phosphatase. P09923. purified IAP, CDP-Star luminescence, 30 min. inhibition, % at 10 µM. 0.12% of 330,000 active;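 active means inhibition reaching a set limit with compound at 10 µM in the primary screen, cut at about 35% in these data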;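 further: plate controls were DMSO wells with enzyme for no effect and no-enzyme buffer wells for full effect; values of inactives mirror those of a sister screen read the other way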
# Target sequence (P09923 whole entry, looked up): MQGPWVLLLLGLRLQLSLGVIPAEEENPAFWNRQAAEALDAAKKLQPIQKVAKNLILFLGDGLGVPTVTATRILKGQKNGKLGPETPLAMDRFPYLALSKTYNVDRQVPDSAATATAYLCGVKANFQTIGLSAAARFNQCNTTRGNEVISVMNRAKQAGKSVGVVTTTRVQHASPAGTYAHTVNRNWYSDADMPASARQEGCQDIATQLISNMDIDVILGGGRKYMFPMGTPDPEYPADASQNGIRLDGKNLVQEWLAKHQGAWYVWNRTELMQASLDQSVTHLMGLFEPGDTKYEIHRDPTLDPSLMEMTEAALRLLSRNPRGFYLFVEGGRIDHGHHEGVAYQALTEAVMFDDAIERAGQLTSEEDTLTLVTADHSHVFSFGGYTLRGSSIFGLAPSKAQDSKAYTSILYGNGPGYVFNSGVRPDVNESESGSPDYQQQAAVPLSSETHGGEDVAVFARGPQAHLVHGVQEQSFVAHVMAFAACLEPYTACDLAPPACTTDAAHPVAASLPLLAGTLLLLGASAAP
# mIAP inh: blocks mouse intestinal alkaline phosphatase | inhibition, % at 10 µM | AID 2806 | purified mouse IAP, CDP-Star luminescence, 30 min | 0.2% of 330,000 active;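 active means inhibition of at least 40% at 10 µM in the primary screen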;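 further: plate controls were DMSO with enzyme for no effect and no enzyme wells for full effect; values of inactives mirror those of a sister screen read the other way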
# NLRP3 yeast inh: blocks the NALP3 inflammasome reconstituted in yeast. inhibition, % at 10 µM. Yeast reconstituted NLRP3/ASC/caspase-1, beta-gal luminescence, 24 h. 0.39% of 330,000 active;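 active means inhibition of 50% or more; inactive means inhibition below 50%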;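 further: plate controls were induced DMSO wells for no effect and uninduced yeast grown without galactose for full effect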
# TIM10 inh: growth inhibitors of TIM10 yeast strain; inhibition, % at 10 µM; 1.4% of 330,000 active; S. cerevisiae TIM10 strain growth, BacTiter-Glo luminescence, 24 h;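 active means inhibition of 40% or more at the single tested concentration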;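 further: wild-type TIM10 isogenic control strain grown at permissive 25 °C; 0% = DMSO yeast wells and 100% = minimal medium wells without yeast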
# APOBEC3G inh: APOBEC3G (human) deaminase inhibition | AID 493012 | Q9HC16 | recombinant A3G, ssDNA deamination FAM/TAMRA fluorescence | 0.28% of 330,000 active | inhibition, % at 20 µM;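 active means inhibition of at least 40% at 20 µM, with no more than 30% in the related APOBEC3A deaminase screen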;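 further: plate controls were DMSO wells with A3G for no effect and wells lacking A3G enzyme for full effect; some compounds called inactive have numbers as strong as hits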
# Target sequence (Q9HC16 whole entry, looked up): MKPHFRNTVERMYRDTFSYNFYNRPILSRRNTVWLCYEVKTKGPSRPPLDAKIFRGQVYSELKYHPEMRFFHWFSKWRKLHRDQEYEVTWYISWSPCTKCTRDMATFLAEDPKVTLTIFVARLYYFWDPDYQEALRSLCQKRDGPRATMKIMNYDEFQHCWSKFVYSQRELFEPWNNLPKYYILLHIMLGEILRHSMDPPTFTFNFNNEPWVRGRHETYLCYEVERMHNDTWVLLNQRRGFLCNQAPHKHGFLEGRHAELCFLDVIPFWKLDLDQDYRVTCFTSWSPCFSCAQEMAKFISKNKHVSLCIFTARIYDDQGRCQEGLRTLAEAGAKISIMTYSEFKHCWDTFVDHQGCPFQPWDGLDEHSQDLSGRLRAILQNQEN
# tim10-1 inh: tim10-1 yeast growth inhibition. S. cerevisiae tim10-1 ts strain growth, BacTiter-Glo, 24 h. inhibition, % at 20 µM. 2.2% of 330,000 active;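 active means inhibition of at least 40%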;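 further: mutant grown at 25 °C; 0% = DMSO wells with yeast and 100% = wells holding no yeast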
# The depositor's hits bear a star.
SMILES,A3A deaminase,MIN6 prolif,mIAP act,hIAP block,mIAP inh,NLRP3 yeast inh,TIM10 inh,APOBEC3G inh,tim10-1 inh
O=C(O)c1ccccc1N(Cc1ccccc1)C(=O)COc1ccccc1,3,0,1,0,-2,0,-19,0,-2
S=c1[nH]nc(-c2ccccn2)n1/N=C/c1ccc(Br)s1,-1,0,1.1,-1,-8,16,10,3,29
C=CCOc1c(Cl)cc(CNc2ccc3[nH]c(=O)[nH]c3c2)cc1OC,2,0,1,-6,-1,-6,-1,-3,11
Cc1nc2sc(C(c3ccc(C(C)C)cc3)N3CCN(CCO)CC3)c(O)n2n1 (stereo not given),-2,-1,1.1,-11,-8,8,5,-6,1
C=CCc1ccc(OCCCCN2CCC(C)CC2)c(OC)c1,3,0,0.91,-1,9,31,-21,2,-41
CN(c1ccccc1)S(=O)(=O)c1ccc(Cl)c(C(=O)OCC(=O)NCc2ccco2)c1,18,-4,0.89,1,11,-5,1,12,18
C=C1CCN([C@H](C(=O)NCc2cc(OC)c(OC)c(OC)c2)C(C)C)S(=O)(=O)c2ccccc21,1,-4,1.1,4,-6,1,13,-7,15
C=CCn1cnc2c(nnn2-c2ccc(C)c(Cl)c2)c1=O,0,-2,0.95,8,4,-2,15,-2,19
COc1ccc(/C=C/C(=O)NC(=S)NNC(=O)c2cccs2)cc1,-7,-5,1,-55,0,33,6,-3,1
O=C(COC(=O)CCc1nc2ccccc2s1)NCc1ccco1,-7,-2,1,-8,-2,14,10,-7,10

# Sorted by length of the SMILES (largest number first): some entries from above.
SMILES,A3A deaminase,MIN6 prolif,mIAP act,hIAP block,mIAP inh,NLRP3 yeast inh,TIM10 inh,APOBEC3G inh,tim10-1 inh
CN(c1ccccc1)S(=O)(=O)c1ccc(Cl)c(C(=O)OCC(=O)NCc2ccco2)c1,18,-4,0.89,1,11,-5,1,12,18
O=C(O)c1ccccc1N(Cc1ccccc1)C(=O)COc1ccccc1,3,0,1,0,-2,0,-19,0,-2
O=C(COC(=O)CCc1nc2ccccc2s1)NCc1ccco1,-7,-2,1,-8,-2,14,10,-7,10

# (next part)
SMILES,A3A deaminase,MIN6 prolif,mIAP act,hIAP block,mIAP inh,NLRP3 yeast inh,TIM10 inh,APOBEC3G inh,tim10-1 inh
Cc1cc([N+](=O)[O-])ccc1NC(=O)c1cncc(Br)c1,-2,0,1.1,1,-7,17,-9,-7,7
Cc1cc(C)c2[nH]c(O)c(N=Nc3ccc(C(=O)O)cc3)c2c1,0,0,0.93,23,7,0,-7,-4,-12
O=C(Cn1cccc1C(=O)c1ccccc1)NCc1ccccc1Cl,-7,-3,0.96,13,4,7,4,-5,36
CC(=O)Nc1ccc(NC(=O)C2CCN(S(=O)(=O)c3ccc4c(c3)OCCO4)CC2)cc1,8,-4,1.2,-9,-23,-2,9,-5,-5
CCOc1ccc(NC(=O)C[n+]2ccccc2)cc1,-4,0,0.92,-5,8,14,1,-6,4
COc1cccc(C2=CC(c3cccc(OC)c3OC(F)F)n3nnnc3N2)c1 (stereo not given),-4,-5,0.99,-2,1,-10,-23,5,-24
COc1ccc(OC)c(/C=N/NC(=O)Cc2nc3ccccc3[nH]2)c1,7,0,0.93,-7,7,-4,15,-7,15
COC/C=C/C1=CC2=CC(=O)C(C)(OC(=O)c3cnc4ccccc4n3)C(=O)C2=CN1Cc1ccc(OC)cc1 (stereo not given),7,0,0.88,3,12,19,9,8,15
O=C(CN1C(=O)NC2(CCCCCC2)C1=O)N1CCN(S(=O)(=O)c2ccc(Cl)cc2)CC1,0,-2,1,24,0,-10,5,-8,10
Cc1ccc(-n2nc(CN3CCOCC3)c(-c3ccccc3)c2N)c(C)c1,3,-2,0.98,-16,2,10,-3,-3,3

# Single entries from the results shown:
# Value of C=CCOc1c(Cl)cc(CNc2ccc3[nH]c(=O)[nH]c3c2)cc1OC in MIN6 prolif: 0
# Value of CC(=O)Nc1ccc(NC(=O)C2CCN(S(=O)(=O)c3ccc4c(c3)OCCO4)CC2)cc1 in TIM10 inh: 9

# Continued:
SMILES,A3A deaminase,MIN6 prolif,mIAP act,hIAP block,mIAP inh,NLRP3 yeast inh,TIM10 inh,APOBEC3G inh,tim10-1 inh
COc1ccc2c(c1)CCCN2C(N)=Nc1ccc(Cl)cc1,1,-3,0.91,3,9,3,-1,-2,6
COc1ccc(NC(=O)Nc2cc(NC(=O)Nc3ccc(OC)cc3)c(C)nc2C)cc1,1,1,1.3,-1,-29,7,8,0,31
O=C1SC(c2ccccc2)=C/C1=C\N1CCCCC1,2,-2,0.9,7,10,32,3,1,36
Nn1c(SCC(=O)NC2CCCCC2)nnc1C1CC1,-4,-2,1,-9,-1,8,-4,-11,7
COc1ccc(CNC(=S)N2CCN(Cc3ccccc3)CC2)cc1,-8,-6,1.1,-14,-14,16,-10,-3,12
COc1ccccc1NC(=O)CNC(=O)Cn1c(C)cc2ccccc2c1=O,-5,0,1.1,0,-6,8,-6,-2,17
COc1ccccc1C(O)P(=O)(OC(C)C)c1ccc(N(C)C)cc1 (stereo not given),-2,0,0.95,11,4,-7,-9,1,17
O=C(COc1ccc(F)c(Cl)c1)N1CCCCCCC1,-1,1,1.1,-16,-8,7,6,0,6
CSc1nnc(-c2ccc(S(=O)(=O)N3CCOCC3)cc2)n1C,-1,-1,0.88,15,12,8,-3,-12,-8
COc1ccc(OC)c(NC(=O)Cn2cnc3c(cnn3-c3ccccc3)c2=O)c1,5,-3,0.93,18,7,0,-1,3,10

# Grouped by structure, those above containing an aryl thioether with sulfur outside any ring.
SMILES,A3A deaminase,MIN6 prolif,mIAP act,hIAP block,mIAP inh,NLRP3 yeast inh,TIM10 inh,APOBEC3G inh,tim10-1 inh
Nn1c(SCC(=O)NC2CCCCC2)nnc1C1CC1,-4,-2,1,-9,-1,8,-4,-11,7
CSc1nnc(-c2ccc(S(=O)(=O)N3CCOCC3)cc2)n1C,-1,-1,0.88,15,12,8,-3,-12,-8

# (more compounds)
SMILES,A3A deaminase,MIN6 prolif,mIAP act,hIAP block,mIAP inh,NLRP3 yeast inh,TIM10 inh,APOBEC3G inh,tim10-1 inh
CCOC(=O)c1cc(NC(=O)CC(C)(C)CC(=O)O)ccc1N1CCCCC1,-3,-1,1,9,-1,1,14,-2,7
N=P(N1CCOCC1)(N1CCOCC1)C12CC3CC(CC(C3)C1)C2,-3,0,0.98,18,2,-14,1,-7,4
Cc1cc(Br)ccc1SCC(=O)OCC(=O)NC1CC1,-3,-1,1.1,-18,-7,8,-3,-8,7
CCOC(=O)C(CCC(=O)O)(CCC(C)C)c1csc(N)n1 (stereo not given),2,0,1.1,8,-10,13,2,0,13
OC(CN1CCN(Cc2ccccc2)CC1)c1ccc(Br)cc1 (stereo not given),-3,-2,1.1,-69,-11,1,-47,-6,-39
S=C(Nc1ccc(Cl)cc1)NN1CCOCC1,0,2,1.1,-7,-5,16,-2,1,-3
C=CCOC(=O)CCCC(=O)NC1CCCCC1,0,-2,1.1,-2,-12,10,1,-2,12
Cc1cc(C)cc(N(CCC(=O)O)S(=O)(=O)c2ccc3ccccc3c2)c1,1,-1,0.96,13,4,13,25,1,19
Cc1ccc(S(=O)(=O)N2CC(O)CC2C(=O)Nc2ccc3c(c2)CCC3)cc1 (stereo not given),2,-1,0.89,2,11,6,-1,3,16
O=C(O)c1nn(-c2ccccc2)c(-c2ccccc2)c1C(=O)c1ccccc1,-2,-1,1.1,-3,-10,2,-12,-7,-10

# Full records, quoted from the list.
# Cc1ccc(S(=O)(=O)N2CC(O)CC2C(=O)Nc2ccc3c(c2)CCC3)cc1 (stereo not given) is listed as A3A deaminase: 2; MIN6 prolif: -1; mIAP act: 0.89; hIAP block: 2; mIAP inh: 11; NLRP3 yeast inh: 6; TIM10 inh: -1; APOBEC3G inh: 3; tim10-1 inh: 16
# Cc1cc([N+](=O)[O-])ccc1NC(=O)c1cncc(Br)c1 is listed as A3A deaminase: -2; MIN6 prolif: 0; mIAP act: 1.1; hIAP block: 1; mIAP inh: -7; NLRP3 yeast inh: 17; TIM10 inh: -9; APOBEC3G inh: -7; tim10-1 inh: 7

# The listing continues:
SMILES,A3A deaminase,MIN6 prolif,mIAP act,hIAP block,mIAP inh,NLRP3 yeast inh,TIM10 inh,APOBEC3G inh,tim10-1 inh
O=C(NCc1ccco1)C(=O)NCC1OCCN1C(=O)c1ccc(Cl)cc1 (stereo not given),2,1,1,-2,-3,9,-5,-3,-4
Cc1cc(C)c(NC(=O)CN2CCC(NC(=O)NC3CCCCC3)CC2)c(C)c1,2,-2,1,-34,-2,9,5,0,12
COc1cc(/C=N/NC(=O)COc2cc(C)cc(C)c2)ccc1OS(=O)(=O)c1ccc(C)cc1,-3,-4,1,5,-2,13,-5,-10,-3
Cn1cc(S(=O)(=O)N2CCN(Cc3ccccc3)CC2)c(=O)n(C)c1=O,-1,-3,1,8,-3,-6,0,-12,-26
OC[C@H]1O[C@H](OC[C@H]2OC(O)[C@H](O)[C@@H](O)[C@@H]2O)[C@H](O)[C@@H](O)[C@@H]1O (stereo not given in full),-2,6,1,9,-1,2,1,-3,5
O=C(NNC(=O)c1nn(-c2ccc(F)cc2)ccc1=O)c1ccccc1Cl,1,1,0.83,-47,17,30,-13,5,7
O=C1CSC(c2ccc(F)c(F)c2)N1c1ccccc1F (stereo not given),-3,2,0.95,-1,4,-14,1,-4,6
CSc1ccccc1N1CCN(C(=O)Nc2ccc3c(c2)NC(=O)CO3)CC1,-1,2,1.2,4,-18,-3,-2,-1,8
Cc1csc(=Nc2cccnc2)n1CC1CCCCC1,1,-4,1,-10,-4,-107,37,1,22
O=C(OCC(=O)N1CCN(c2ccccc2)CC1)c1cccc(Cl)c1,0,3,0.98,-11,2,18,-29,2,32
CN1C(=O)[C@@H]2[C@@H]3C[C@@H]([C@H]4ON=C(c5ccccc5OCC#N)[C@@H]34)[C@@H]2C1=O,1,-1,0.9,-4,10,4,10,1,-5
CCOc1ccc(N(CC(=O)Nc2ccc(C)cc2)S(C)(=O)=O)cc1,-6,-1,1,-5,-3,19,7,-5,-5
Cn1c(CC(=O)Nc2ccc(Cl)c(Cl)c2)nnc1SCC(=O)NCc1ccccc1,-3,4,1,-2,-2,-10,3,-7,-1
Clc1ccc(-c2cc3ccccc3[nH]2)cc1,-1,-4,0.95,7,5,16,19,-1,22
CCOc1ccccc1C(=O)N[C@H](C(=O)OCc1cc([N+](=O)[O-])cc2c1OCOC2)C(C)C,2,-4,0.88,18,12,3,0,-1,8
O=C1NCCCC1C(=O)NCCN1C(=O)CCC1=O (stereo not given),-3,-2,0.87,-4,13,-2,11,-3,-8
CCN(CC)S(=O)(=O)c1ccc(N2CCOCC2)c(NC(=O)C(=O)c2c(-c3ccccc3)cc3ccccn23)c1,3,2,0.91,8,10,-2,-12,-1,-28
COc1ccc(Cc2nnc(NC(=O)C3CC(=O)N(c4ccc(OC)cc4)C3)s2)cc1 (stereo not given),20,0,0.9,5,10,-2,-2,-2,0
Cc1ccc(/C=N/N2CCN(Cc3cccc4ccccc34)CC2)o1,3,-3,1,1,0,20,3,-8,-2
COc1ccc(CCNC(=O)c2cc(S(=O)(=O)N(C)C)ccc2N2CCCC2)cc1OC,-4,0,1,-21,-1,2,2,-6,1
Cc1cc(NC(=O)CCC(=O)N(CC(=O)NC2CCCC2)c2ccccc2)no1,1,-3,1.1,-3,-11,6,-10,3,9
CN1C(c2ccccc2)=NO[C@]1(C)c1ccccc1,-1,-2,1.1,17,-9,-6,1,-6,4
Cc1cc(C)cc(NC(=O)CSCc2nc3c(nnn3Cc3ccc(F)cc3)c(=O)[nH]2)c1,0,-1,0.97,12,3,-2,0,-3,14

# Assay outcomes: PubChem BioAssay, Sanford-Burnham Center for Chemical Genomics

# Compounds as they come, and some 4.6% of all compounds hit somewhere here.
